Mcl1-Noxa inh – Mcl-1/Noxa interaction inhibition | Q07820 | TR-FRET Mcl-1/Noxa peptide binding, 2 h | inhibition, % at 21.7 µM | 220,000 tested, 1.5% active;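 active means compounds that cut the protein-peptide binding signal by more than 50% relative to plate controls in a single-dose test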;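 further: His-tagged Mcl-1 with rhodamine Noxa BH3 peptide and terbium anti-His antibody; 0% = Mcl-1 plus Noxa peptide wells and 100% = peptide-only wells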
Rab2 wt GTP – changes GTP binding to wildtype dog Rab2A, up or down. GST-Rab2 wt beads, Bodipy-GTP binding, flow cytometry. GTP binding activity, % at 10 µM. 190,000 tested, 0.19% active. AID 760;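 active means GTP binding activity at least 20 points away from 100%, either lowered or raised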;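 further: 0% = beads with excess unlabeled GTP and 100% = no-compound control corrected for plate trend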
Rab7 wt GTP bind – alters GTP binding to wildtype dog Rab7; 190,000 tested, 0.055% active; AID 758; GTP binding activity (percent of control), % at 10 µM; GST-Rab7 beads, fluorescent GTP binding, flow cytometry; actives lie on both sides; untreated = 100%, excess cold GTP = 0%;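 active means fluorescent GTP binding to Rab7 beads changed by at least 20 points from the 100% baseline, either direction, mostly lower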;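 further: median green fluorescence of bound Bodipy-FL-GTP per Rab7 bead population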
ABCB1 inh – human ABCB1 inhibition, ABCG2 as counter-screen | P08183 | CCRF-Adr cells, JC-1 efflux, flow cytometry | inhibition, % at 6.6 µM | 190,000 tested, 0.067% active | AID 1326; in the data active means inhibition above about 40%;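 further: 0% = vehicle and 100% = reference inhibitor; higher value means more JC-1 retained so stronger ABCB1 efflux block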
Target sequence (P08183 whole entry, looked up): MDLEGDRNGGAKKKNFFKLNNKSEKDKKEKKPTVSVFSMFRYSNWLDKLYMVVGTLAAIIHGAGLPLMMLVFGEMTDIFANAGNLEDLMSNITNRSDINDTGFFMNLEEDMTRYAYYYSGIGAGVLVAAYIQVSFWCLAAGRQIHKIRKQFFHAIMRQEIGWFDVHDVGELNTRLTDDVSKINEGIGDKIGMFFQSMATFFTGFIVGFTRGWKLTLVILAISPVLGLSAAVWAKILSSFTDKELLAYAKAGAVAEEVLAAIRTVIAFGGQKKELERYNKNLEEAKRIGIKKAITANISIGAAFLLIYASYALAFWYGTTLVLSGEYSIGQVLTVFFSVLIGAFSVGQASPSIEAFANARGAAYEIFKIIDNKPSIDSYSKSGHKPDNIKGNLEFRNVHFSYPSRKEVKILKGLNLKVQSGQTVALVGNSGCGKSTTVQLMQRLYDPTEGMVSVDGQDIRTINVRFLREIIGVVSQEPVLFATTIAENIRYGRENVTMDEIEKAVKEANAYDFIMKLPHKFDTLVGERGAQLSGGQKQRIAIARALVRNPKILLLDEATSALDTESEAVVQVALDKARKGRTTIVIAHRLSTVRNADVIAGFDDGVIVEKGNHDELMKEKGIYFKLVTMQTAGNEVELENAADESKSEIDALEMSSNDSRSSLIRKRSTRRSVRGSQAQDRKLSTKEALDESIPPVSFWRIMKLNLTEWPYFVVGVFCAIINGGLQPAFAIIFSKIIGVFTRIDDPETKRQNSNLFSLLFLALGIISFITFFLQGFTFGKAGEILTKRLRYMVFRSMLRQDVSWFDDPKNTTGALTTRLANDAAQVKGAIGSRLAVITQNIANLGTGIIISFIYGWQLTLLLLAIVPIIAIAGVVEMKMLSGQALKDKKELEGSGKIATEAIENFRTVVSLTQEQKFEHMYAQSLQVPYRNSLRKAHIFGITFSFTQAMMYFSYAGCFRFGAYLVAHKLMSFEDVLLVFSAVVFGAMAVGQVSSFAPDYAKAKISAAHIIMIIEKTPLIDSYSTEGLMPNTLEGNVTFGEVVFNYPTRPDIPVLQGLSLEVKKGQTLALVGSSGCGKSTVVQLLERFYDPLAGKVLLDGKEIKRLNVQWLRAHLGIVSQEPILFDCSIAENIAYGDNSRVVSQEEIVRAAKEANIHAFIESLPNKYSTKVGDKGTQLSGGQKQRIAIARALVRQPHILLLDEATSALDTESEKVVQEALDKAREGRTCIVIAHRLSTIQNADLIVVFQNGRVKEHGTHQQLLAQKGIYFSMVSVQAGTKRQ
ABCG2 inh – blocks JC-1 efflux by human ABCG2 transporter; IgMXP3 cells, flow cytometry; inhibition, % at 6.6 µM; 190,000 tested, 0.1% active;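 active means inhibition above 80%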;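 further: 0% = DMSO and 100% = nicardipine control wells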
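Incubation: cells with compound and JC-1, 10 min at 25 °C, rotating, no wash / Test system: IgMXP3 (ABCG2) plus far-red-tagged CCRF-Adr (ABCB1) cells / Compound dosing: one concentration, 6.6 µM final / Also added: JC-1 fluorescent substrate / Evaluation: efflux inhibition in percent versus controls / Detection: flow cytometry, 530 nm JC-1 signal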
Rac1 wt modul – alters GTP binding to wildtype human Rac1. GST-Rac1 beads, fluorescent GTP binding, flow cytometry; actives lie on both sides; 0 = cold GTP competed, 100 = untreated. GTP binding activity (% of control), % at 10 µM. 190,000 tested, 0.27% active. AID 757;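 active means GTP binding activity at least 20 points away from the 100% control level, either lower or higher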
Cdc42 wt – changes GTP binding to wildtype human Cdc42; percent activity (GTP binding), % at 10 µM; 190,000 tested, 0.2% active; GST-Cdc42 beads, Bodipy-GTP binding, flow cytometry; actives lie on both sides;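 active means percent activity GTP binding at least 20 points away from the 100% baseline, either down as inhibitor or up as activator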;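 further: median bead fluorescence of bound Bodipy-FL-GTP at 100 nM; 0% = excess unlabeled GTP control and 100% = no compound control; below 100% means less GTP binding so inhibitor and above means activator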
HRas wt GTP – human HRas wildtype GTP binding, change in either direction; GST-Ras wt beads, Bodipy-FL-GTP binding, flow cytometry; actives lie on both sides; GTP binding activity, % at 10 µM; 190,000 tested, 0.14% active; AID 759;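 active means GTP binding activity at least 20% away from the 100% baseline, either lowered as inhibitor or raised as activator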;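 further: 0% = unlabeled GTP competition control and 100% = no-compound control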
Avidin fluor – avidin bead compound fluorescence profile. Avidin beads, compound fluorescence 488/530 nm, flow cytometry; hits give high values. fluorescence (KMESF) at 10 µM. 220,000 tested, 0.38% active; in the data active means fluorescence above about 47; further: inactives centre near 10
Pf gamet viab – inhibitors of late stage P. falciparum gametocyte viability. P. falciparum stage V gametocytes, ATP luminescence, 24 h. 150,000 tested, 0.065% active. inhibition, % at 10.9 µM. AID 743093;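 active means inhibition above the mean plus 3 SD of compounds within the control limits, set per campaign, cut at about 38% in these data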;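 further: 0% = DMSO wells and 100% = medium only without gametocytes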
Rac1 mut GTP – modulators of GTP binding to human Rac1 activated mutant; P63000; percent activity (GTP binding), % at 10 µM; GST-Rac1 activated beads, fluorescent GTP binding, flow cytometry; actives lie on both sides; 100% means binding = to untreated wells; AID 764; 190,000 tested, 0.11% active;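 active means GTP binding at least 20 percentage points away from the 100% baseline, in either direction, so actives lie on both sides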
The depositor's hits bear a star; . = no result given; [ ] = another dose, or the depositor's remark.

SMILES	Mcl1-Noxa inh	Rab2 wt GTP	Rab7 wt GTP bind	ABCB1 inh	ABCG2 inh	Rac1 wt modul	Cdc42 wt	HRas wt GTP	Avidin fluor	Pf gamet viab	Rac1 mut GTP
O=C1c2ccccc2NC(c2ccc(-c3cccc(Cl)c3)o2)N1O (stereo not given)	-71	99	98	-0.1	0	101	103	102	5	.	100
CCn1nnc(-c2ccccc2NC(=O)C(F)(F)F)n1	14	100	99	0.2	3	105	104	101	18	3	99
COc1ccc(C(C)=O)cc1COC(=O)c1ccc(S(=O)(=O)N2CCOCC2)cc1	4	110	105	2.0	10	105	108	109	17	21	101
CCCC(=O)NC(=S)Nc1cccc(NC(=O)c2ccccc2)c1	25	99	105	0.5	4	103	99	99	11	14	96
CC1(C)CC(=O)C(/C=N/c2ccccn2)=C(O)C1	-5	100	99	1.1	10	103	102	98	14	.	99
Cc1ccc(Cl)cc1NC(=O)COC(=O)Cn1cnc2c1c(=O)n(C)c(=O)n2C	0	99	106	0.1	3	98	98	99	10	-5	96
CCOC(=O)C1=NN(c2ccc(C)cc2)CC1C(=O)OC (stereo not given)	-2	97	95	0.5	6	123*[activator]	118	96	6	-3	97
O=C(CNC(=O)c1ccc(Cl)cc1)OCC(=O)N1CCCC1	-8	99	103	-0.1	6	101	95	97	10	13	94
COc1ccc(CC(=O)NCCC2=CCCCC2)cc1	6	94	93	-0.6	-2	94	94	94	8	15	94
Cc1cc(C)c2c(=O)[nH]c(SCC(=O)NCCc3ccccc3)nc2n1	9	100	99	-0.7	0	106	99	100	8	.	100
CC1Cc2ccccc2N1CC(=O)NC(=O)NC1CCCC1 (stereo not given)	14	99	104	0.9	2	100	95	99	13	-5	96
COc1ccc(CCN(C)C(=O)N2CCOCC2)cc1OC	14	102	101	0.8	2	102	102	102	8	.	97
Cc1ccsc1-c1nc(CN2C[C@@H](C)O[C@@H](C)C2)c(C)o1	12	95	97	0.3	1	102	99	97	13	2	100
O=C(Nc1ccc(OC(=O)c2cccnc2)cc1)c1cccnc1	6	96	98	-0.1	0	101	101	99	7	3	98
COc1ccccc1/C=C1/C(=O)N(c2cc(C)cc(C)c2)C(c2cccc([N+](=O)[O-])c2)S1(=O)=O (stereo not given)	12	99	96	0.3	-2	104	98	98	8	5	100
COc1ccccc1-n1cccc1C=O	-2	98	96	0.1	0	95	95	95	41	-33	95
O=C(Nc1ccc(C(=O)Oc2ccccc2)c(O)c1)c1ccccc1	-11	94	103	-0.3	2	95	90	98	25	9	92
CC(C)S(=O)(=O)C1=NSC2=NC(=O)/C(=C\c3ccc(-c4ccccc4)o3)C(=N)N21	22	88	96	-0.9	-7	88	90	90	14	2	90
CCCc1cc(C(=O)Nc2ccc(C)cc2)no1	4	99	99	1.1	3	102	101	99	6	.	97
O=C(CCSCCC(=O)Nc1c(F)c(F)c(F)c(F)c1F)Nc1c(F)c(F)c(F)c(F)c1F	-8	93	100	0.6	2	95	91	93	14	-14	93
O=C(NCCCCCCCCCNC(=O)C(F)(F)F)C(F)(F)F	-7	97	96	0.0	0	99	99	100	5	.	99
CCn1c(SCc2ccc(F)cc2)nc2c(c1=O)SCC2	4	93	102	-0.1	1	89	90	96	17	-6	90
COc1ccc(N(C)C(=O)Nc2ccc3nsnc3c2)cc1	13	99	103	-0.2	1	100	98	98	6	7	99
O=C(Cn1c(=O)n(Cc2ccccc2)c(=O)c2ccccc21)NCc1ccco1	-8	94	91	0.3	0	94	95	96	11	.	95
CCNC(=O)NC(=O)C(C)OC(=O)c1cc(S(=O)(=O)N2CCCCCC2)ccc1OC (stereo not given)	4	95	96	1.6	13	98	99	98	10	.	95
COc1ccc(CNC(=O)c2ccc(C(C)(C)C)cc2)cc1	9	98	104	1.4	6	99	99	100	17	9	97
CCn1nc(C)c(CNC(=O)Nc2ccccc2C(=O)OC)c1C	-7	97	95	0.1	1	103	97	97	10	-41	100
COC(=O)c1cccc(C(=O)N2CCC(CO)(Cc3ccccc3Cl)CC2)c1	-11	94	93	5.4	7	96	94	94	3	-2	94
COc1ccc(Oc2coc3c(CN(C)C)c(O)ccc3c2=O)cc1	0	98	96	0.4	4	101	100	98	10	.	98
Cn1nnc(NC(=O)COc2ccc(C3CCCCC3)cc2)n1	19	100	98	0.1	1	97	100	99	9	.	97
Cc1csc(NC(=O)Cc2c[nH]c3ccccc23)n1	17	103	99	0.5	2	102	103	102	8	.	101
COc1c(C)cccc1C(=O)Nc1cc(Cl)ccc1N1CCOCC1	10	105	102	0.6	5	108	103	102	11	-10	101
CCC(C)NS(=O)(=O)c1ccc(S(=O)(=O)N2CC=C(c3ccc(F)cc3)CC2)cc1 (stereo not given)	8	100	98	0.9	2	101	100	99	3	10	100
COc1cccc(N2CCN(c3c4c(nc5ncnn35)CCC4)CC2)c1	7	97	101	1.9	11	100	100	99	11	.	98
C#CCN(Cc1ccco1)C(=O)c1cc(COc2ccc(F)cc2Cl)on1	23	96	96	0.4	3	100	101	97	10	-9	95
O=C1NC(=NCc2ccccc2)S/C1=C/c1ccc(O)cc1	14	96	98	0.5	14	98	100	97	13	.	98
COC(=O)C(C(=O)OC)N1C(=O)CCC1=O	-1	101	102	0.5	4	99	102	102	10	.	99
O=C(O)c1ccc(N2CCS(=O)(=O)CC2)cc1	6	96	96	0.1	-1	99	98	97	11	-16	94
Cc1ccc2nsnc2c1NC(=O)CCl	9	98	98	0.9	2	95	99	95	10	.	96
CC(=O)N1CCN(S(=O)(=O)c2ccc(C)c([N+](=O)[O-])c2)C1C(C)C (stereo not given)	3	99	98	0.3	1	99	99	98	19	-20	96
O=[N+]([O-])C1=CC=C2C(=NC3(CCCCC3)N2O)C1=NCCc1ccccc1	-6	100	99	0.3	2	100	99	98	14	9	96
COC(=O)c1ccc(CO/N=C(\NC(C)=O)c2nonc2NC(C)=O)cc1	-14	105	104	0.1	3	107	103	104	10	3	102
CC1CC(C)(C)NC(=S)N1CCC(=O)Nc1ccc2c(c1)OCCO2 (stereo not given)	14	97	96	1.0	8	97	96	96	9	.	96
CC(C)=CCN1CCN(Cc2cccc3nccnc23)CC1CCO (stereo not given)	7	96	95	0.3	0	102	97	98	6	9	100
S=C(NCC1CCCCC1)Nc1ccc(Oc2ccccc2)cc1	13	97	96	-0.1	3	106	91	99	13	.	99
Cc1ccc(/C=C2/NC(=O)N(Cc3ccccc3)C2=O)o1	45	100	104	0.5	-2	101	99	102	1	11	101
N=c1c2c(n(Cc3ccc(Cl)c(Cl)c3)c3c1CCC3)CCCC2	16	98	100	0.3	4	102	98	99	10	17	95
COc1cc(/C=C/C(=O)NC(C)(C)C)ccc1OCc1ccccc1	-13	99	101	1.1	11	105	99	102	4	.	101
Cc1cccc(NC(=S)N2CCN(c3cc(C)ccc3C)CC2)c1	14	98	101	0.0	4	100	98	99	10	8	98
Cc1ccc(N=Cc2ccc(N(C)C)cc2)cc1	0	99	95	1.2	5	101	98	98	15	3	96
CCC(=O)Nc1cccc(NC(=O)CSc2nnc(-c3ccc(NS(C)(=O)=O)cc3)n2CC)c1	9	104	102	0.3	1	109	105	105	9	-4	101
Fc1cccc(CSc2ccc3nnc(-c4ccccn4)n3n2)c1	14	86	93	0.3	9	87	88	90	11	.	90
O=C(Nc1ccc(Br)cn1)c1ccc([N+](=O)[O-])o1	0	100	102	1.1	12	99	102	98	12	17	99
COc1cc(C(=O)N2CCN(C(=O)Cc3ccccc3)CC2)cc(OC)c1OC	2	105	106	0.1	0	119	110	106	8	9	102
CCCNc1nc(-c2ccccc2)c(C(=O)OCC)cc1C#N	-12	101	102	0.2	3	100	99	101	22	.	99
Cc1ccccc1CN1CCN(S(=O)(=O)c2cccs2)CC1	1	101	105	0.1	1	97	96	99	9	-18	95
CCC1CCCCN1CCNS(=O)(=O)c1ccc2c(c1)oc(=O)n2C (stereo not given)	5	100	100	-0.4	-2	103	104	100	18	.	98

Single records (already shown). Order of screens: Mcl1-Noxa inh, Rab2 wt GTP, Rab7 wt GTP bind, ABCB1 inh, ABCG2 inh, Rac1 wt modul, Cdc42 wt, HRas wt GTP, Avidin fluor, Pf gamet viab, Rac1 mut GTP
Cc1ccc(N=Cc2ccc(N(C)C)cc2)cc1 in the list: 0, 99, 95, 1.2, 5, 101, 98, 98, 15, 3, 96
COc1cc(/C=C/C(=O)NC(C)(C)C)ccc1OCc1ccccc1 in the list: -13, 99, 101, 1.1, 11, 105, 99, 102, 4, ., 101

Of the compounds above, these contain fluorine.
SMILES	Mcl1-Noxa inh	Rab2 wt GTP	Rab7 wt GTP bind	ABCB1 inh	ABCG2 inh	Rac1 wt modul	Cdc42 wt	HRas wt GTP	Avidin fluor	Pf gamet viab	Rac1 mut GTP
CCn1nnc(-c2ccccc2NC(=O)C(F)(F)F)n1	14	100	99	0.2	3	105	104	101	18	3	99
O=C(CCSCCC(=O)Nc1c(F)c(F)c(F)c(F)c1F)Nc1c(F)c(F)c(F)c(F)c1F	-8	93	100	0.6	2	95	91	93	14	-14	93
O=C(NCCCCCCCCCNC(=O)C(F)(F)F)C(F)(F)F	-7	97	96	0.0	0	99	99	100	5	.	99
CCn1c(SCc2ccc(F)cc2)nc2c(c1=O)SCC2	4	93	102	-0.1	1	89	90	96	17	-6	90
CCC(C)NS(=O)(=O)c1ccc(S(=O)(=O)N2CC=C(c3ccc(F)cc3)CC2)cc1 (stereo not given)	8	100	98	0.9	2	101	100	99	3	10	100
C#CCN(Cc1ccco1)C(=O)c1cc(COc2ccc(F)cc2Cl)on1	23	96	96	0.4	3	100	101	97	10	-9	95
Fc1cccc(CSc2ccc3nnc(-c4ccccn4)n3n2)c1	14	86	93	0.3	9	87	88	90	11	.	90

Screening data as filed in PubChem.
